ATXN2 expr inh: Primary qHTS for Inhibitors of ATXN expression. Potency, µM (titrated, usually from 57 µM), for inactives: at the top dose activity change, negative = inhibition, actives largely listed as inhibitors. AID 1745845, 2022. 360,000 compounds, 0.72% hits. HEK-293 ATXN2-luciferase reporter, luminescence, 24 h; further: potency means the concentration at half of the fitted maximal effect; on the % scale 0 is the no-effect control and ±100 the full control effect; nearly all actives have a fitted effect of over 55% in size
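qHTS (up to 57 uM final) was run with 24 h compound exposure of reporter cells at 37 °C. Each well was multiplexed: SteadyGlo luminescence measured ATXN2-luciferase expression after a fluorogenic Gly-Phe-AFC viability readout (25 uM final).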
S2 tox: Viability Counterscreen for Primary qHTS for Inhibitors of ATXN expression. S2 cells (HEK-293 line with an ATXN2-luciferase reporter) viability, CellTiter-Fluor protease fluorescence, 24 h. Potency, µM (top dose mostly 56.7 µM), most hits filed as cytotoxic. 400,000 compounds, 0.49% hits; further: potency means the concentration at half of the fitted maximal effect; nearly all actives have a fitted effect of over 40% in size
SW480 rerep: A quantitative high throughput screen for small molecules that induce DNA re-replication in SW480 colon adenocarcinoma cells; SW480 DNA re-replication, Hoechst DNA content imaging, 48 h; Potency, µM (series often up to 46.1 µM), inactives show at the top dose re-replication activation, most hits filed as activators; 340,000 compounds, 1.8% hits; AID 624297, 2012; further: potency means the concentration at half of the fitted maximal effect; % of control where 0% means no effect; nearly all actives have a fitted effect of over 55% in size
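Hoechst fluorescence of nuclei (405 nm excitation, 500-530 nm emission) measured by plate-scanning imager after 48 hr compound exposure at 37 C; re-replication scored as increased number of nuclei with elevated intensity.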
IL-1B inflam inh: qHTS for Inhibitors of Inflammasome Signaling: IL-1-beta AlphaLISA Primary Screen; THP-1 LPS/ATP IL-1B secretion, AlphaLISA, 16 h; active compounds read low; 360,000 compounds, 4.7% hits; activity change, % at 57.5 µM; in the data active means activity change below about -50%; inconclusive means mostly about -30% to -49%; further: on the % scale 0 is the no-effect control and ±100 the full control effect
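THP-1 cells pretreated 1 hr with compounds (up to 57.5 uM final), then stimulated with LPS (250 ng/mL final) plus ATP (1.25 mM final); secreted IL-1B measured by AlphaLISA after 16 hr, decreased signal indicating inhibition.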
HT1080 IDH1KD tx: qHTS for induction of synthetic lethality in tumor cells producing 2HG: qHTS for the HT-1080-IDH1KD cell line; HT-1080 IDH1 knockdown viability, ATP luminescence, 48 h; Potency, µM (titrated, usually from 46.1 µM), for inactives: top-dose activity, negative = toxicity, hits mostly cytotoxic; 360,000 compounds, 2% hits; AID 686971, 2013;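 further: potency means the concentration at half of the fitted maximal effect; 0% = DMSO wells and -100% = cell-free medium wells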
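Knockdown cells (IDH1KD HT-1080) received compounds 2 h after plating at 750 cells/well and were kept 48 h at 37 °C in 5% FBS RPMI. A CellTiter-Glo luminescence read gave % activity for curve fitting.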
HT1080-NT tox: qHTS for induction of synthetic lethality in tumor cells producing 2HG: qHTS for the HT-1080-NT fibrosarcoma cell line | HT-1080-NT fibrosarcoma viability, CellTiter-Glo ATP luminescence, 48 h | Potency, µM (doses to about 46.1 µM), for the others: at the highest dose activity, negative = less viability, hits mostly cytotoxic | 360,000 compounds, 1.6% hits;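 further: NT is the 2HG producing partner of a matched IDH1 knockdown line; potency means the concentration at half of the fitted maximal effect; 0% = DMSO-treated cells and -100% = media-only wells without cells; nearly all actives have a fitted effect of over 55% in size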
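HT-1080-NT; 750 cells/well; 5% FBS RPMI; 48 h compound, 37 degrees C; CellTiter-Glo luminescence; curve fitting and curve-class assignment.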
KB-3-1 cytotox: qHTS assay for MDR1-selective chemotherapeutics: Primary screen using the parental adenocarcinoma cell KB-3-1; AID 1347075, 2019; Potency, µM (top dose mostly 46.1 µM), for the others: top-dose activity change, negative = cytotoxic, hits mostly cytotoxic; KB-3-1 viability, CellTiter-Glo ATP luminescence, 72 h; 400,000 compounds, 1.4% hits; further: potency means the concentration at half of the fitted maximal effect; on the % scale 0 is the no-effect control and ±100 the full control effect; nearly all actives have a fitted effect of over 60% in size
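Cytotoxicity measured as CellTiter-Glo luminescence after 72 h at 37 C. Compound titrations were pinned onto drug-naive KB-3-1 parental adenocarcinoma cells grown in DMEM with 10% FBS, and normalized data fitted to concentration-response curves.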
KB-V1 MDR tox: qHTS assay for MDR1-selective chemotherapeutics: Primary screen using the drug-selected MDR subline cells KB-V1; KB-V1 MDR cells viability, CellTiter-Glo, 72 h; Potency, µM (highest dose often 46.1 µM), for inactives: top-dose activity change, negative = cytotoxicity, usual class: cytotoxic; 400,000 compounds, 3.4% hits; AID 1347076, 2019; further: potency means the concentration at half of the fitted maximal effect; on the % scale 0 is the no-effect control and ±100 the full control effect; nearly all actives have a fitted effect of over 60% in size
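KB-V1 MDR subline cells in DMEM (phenol-red free, 10% FBS) exposed to compounds in qHTS concentration series for 72 h at 37 degrees C. Viability read by CellTiter-Glo luminescence; concentration-effect curves fitted after normalization and correction.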
MCF10A rerep: A quantitative high throughput screen for small molecules that induce DNA re-replication in MCF 10a normal breast cells. MCF 10A DNA re-replication, Hoechst nuclear intensity, 48 h. Potency, µM (doses to about 46.1 µM), for the others: top-dose activity, positive = re-replication, actives largely listed as activators. 350,000 compounds, 2.9% hits; further: potency means the concentration at half of the fitted maximal effect; % of control where 0% means no effect; nearly all actives have a fitted effect of over 50% in size
* = called active by the depositor; i = inactive; ? = inconclusive; . = no result given; [ ] = dose if it differs, or a comment. Unless noted, the call rests on the fitted dose curve; in most records, active means well fitted curve in the direction sought with a large enough effect; inconclusive means small, poorly fitted or top-dose-only effect, or another doubt; inactive means no such curve, though single readings can be large; an effect the other way counts as inactive or inconclusive.

SMILES | ATXN2 expr inh | S2 tox | SW480 rerep | IL-1B inflam inh | HT1080 IDH1KD tx | HT1080-NT tox | KB-3-1 cytotox | KB-V1 MDR tox | MCF10A rerep
CCCC(C(=O)NC1CCCC1)N(C(=O)Cn1nnc(-c2ccc(C)o2)n1)c1cccc(O)c1 (centres undefined) | 3% | i | 20% | -1 | 0% | -1% | 0% | -18% | 4%
COc1ccc(NC(=O)c2nnn(CC(=O)Nc3cc(C)cc(C)c3)c2N)c(OC)c1 | -16% | i | . | . | . | . | 2% | 1% | .
COc1ccc(C)cc1S(=O)(=O)N(C)CC(=O)NC1CC1 | -5% | i | 0% | -12 | 15% | 2% | -16% | -1% | -2%
CC(C)CCNC(=O)C1CC(c2cccc([N+](=O)[O-])c2)=NO1 (centres undefined) | 7% | i | -6% | 4 | 19% | 18% | 10% | -5% | -5%
CN(NC(=O)Nc1ccccc1)c1cnn(C)c(=O)c1Cl | . | i | 3% | 0 | 3% | -13% | 0% | ? | 2.3µM*
COc1ccc(C2=CC3=C(Br)C(=O)C(C)(OC(=O)c4ccc(Cl)nc4)C(=O)C3=CO2)cc1 (centres undefined) | -7% | i | 7% | 0 | -6% | 2% | -6% | -27% | -28%
COc1cccc(N2CCN(C(=O)/C=C/c3ccco3)CC2)c1 | 4% | i | -6% | -1 | 0% | 7% | 0% | -25% | -4%
O=C(NCc1ccco1)C(c1ccco1)N(C(=O)Cn1nnc2ccccc21)c1ccc2c(c1)CCC2 (centres undefined) | 3% | i | 6% | -27 | -1% | -1% | -8% | 4% | -1%
Cc1cccc(C(=O)Nc2nc(C)c(C(=O)Nc3ccc4c(c3)CCC4)s2)c1 | ? | i | -4% | 3 | ? | 11µM* | ? | ? | -7%
N#C/C(C(=O)NCCc1ccccc1)=C1/N=C(NC(=O)c2cccs2)c2ccccc21 | -12% | i | -41%[inhibitor] | 9 | ? | ? | ? | 0% | 8.2µM*
COc1cc2c(c(OC)c1OC)-c1ccc(NC(=O)c3ccc(F)cc3)c(=O)cc1[C@@H](NC(C)=O)CC2 | . | i | ? | 14 | ? | ? | ? | 8% | 3.3µM*
Cc1cc(C)n(-c2nncn2/N=C/c2ccccc2F)n1 | 1% | i | 1% | 10 | 5% | 7% | 0% | 29% | -10%
O=C(CCCC(=O)OCC(=O)NC1CCCC1)Nc1ccccn1 | 3% | i | -1% | 0 | 1% | -11% | 1% | 4% | 14%
O=C(O)CSCc1ccc(C(=O)O)o1 | . | . | -17% | -6 | 4% | 8% | -3% | 25% | 0%
COc1ccc(CCNC(=O)CCOc2ccc(C(C)(C)C)cc2)cc1OC | 20% | i | -1% | 8 | 1% | 4% | 0% | ? | 16%
COCCCn1c(C(=O)NCCN2CCOCC2)cc2c(=O)n3cccc(C)c3nc21 | -6% | i | ? | i | 2% | -4% | ? | ? | ?
CCCCS(=O)(=O)CC(COc1ccccc1)OC(=O)c1ccccc1 (centres undefined) | -9% | i | -4% | -10 | 6% | 1% | ? | 4% | -7%
COCCNC(=O)c1[nH]c2cc(C)ccc2c1Sc1ccc(Cl)cc1 | -2% | ? | . | . | . | . | 5% | 2% | .
CC1=C(C(=O)Nc2cccnc2)C(c2ccc(F)cc2)n2nc(SCc3ccccc3)nc2N1 (centres undefined) | 0% | i | . | . | . | . | -3% | ? | .
COc1cc(CNC(C)(C)CO)ccc1OCC(=O)Nc1ccc(Br)cc1 | -12% | i | 9% | 0 | -28% | -21% | -3% | 0% | 5%
C=CCNC(=O)CN(Cc1ccccc1)S(=O)(=O)c1ccc(C)cc1 | -17% | i | ? | -24 | 0% | -6% | 2% | 0% | 3%
O=C(c1ccc(NC2=NC3CS(=O)(=O)CC3S2)cc1)N1CCN(C(=O)c2ccco2)CC1 (centres undefined) | -22% | ? | 0% | -17 | 2% | -4% | 6% | 0% | 7%
CCOc1ccc(-n2c(=O)c3sccc3n(CC(=O)NCCc3ccc(OC)c(OC)c3)c2=O)cc1 | . | i | -17% | 4 | 8% | 0% | 18% | -8% | -5%
CCN(CC)C(=O)C1CC(=O)OC1(C)C (centres undefined) | 2% | i | -1% | -8 | 8% | 0% | -13% | 0% | -10%
Cc1cccc(NC(=O)CCCN=C2NS(=O)(=O)c3ccccc32)c1C | 8% | i | -9% | 20 | -4% | -7% | -1% | -16% | -5%

Later entries
SMILES | ATXN2 expr inh | S2 tox | SW480 rerep | IL-1B inflam inh | HT1080 IDH1KD tx | HT1080-NT tox | KB-3-1 cytotox | KB-V1 MDR tox | MCF10A rerep
COc1ccc(Nc2ncnc3sc(-c4ccccc4)cc23)cc1 | -15% | i | 7% | -6 | -2% | -3% | ? | 21µM* | ?
Cc1cc(NC(=O)CSc2nc(C(C)C)nc3sc(C)c(C)c23)no1 | -13% | i | ? | 13 | 4% | 2% | 0% | 0% | ?
COc1cccc(-c2noc(C3CCCN(C(=O)c4ccccc4OC)C3)n2)c1 (centres undefined) | . | ? | 0% | 21 | -2% | -1% | -17% | -25% | 9%
Cc1ccc(N2C(=O)CC(N3CCN(C4CCc5ccccc5C4)CC3)C2=O)cc1 (centres undefined) | 3% | i | 0%[9.22 µM] | 0 | 7% | 7% | 2% | 1% | 3%
COCCNC(=O)CN(c1ccc(F)cc1)S(=O)(=O)c1ccc2c(c1)OCCO2 | -7% | i | -2% | -3 | 7% | 18% | 7% | ? | 3%
CCOC(=O)CSc1ccc(S(=O)(=O)N2CCCC2)cc1[N+](=O)[O-] | -11%[11.3 µM] | i | -23% | 0 | 17% | 22% | -6% | 10% | 1%
CC1(C)CC(=O)C(C2=NC3(CCCCC3)Cc3ccccc32)=C(O)C1 | 2%[11.3 µM] | ? | 4% | -8 | -2% | 15% | 4% | -1% | -2%
COC(=O)C1(S(=O)(=O)c2cc(Br)cc3c2N(C(C)=O)CC3)CC1 | 5% | i | -6% | 17 | 1% | 11% | 16% | 2% | 14%
Cc1cc(C)nc(-n2nc(C)cc2NC(=O)c2ccc(F)cc2F)n1 | -1% | i | ? | 40 | ? | ? | 0% | -1% | 22%
Cc1c(N2C(=O)c3ccc(Br)cc3C2=O)c(=O)n(-c2ccccc2)n1C | 4% | i | -3% | -7 | 6% | 10% | 5% | 15% | -1%
O=C(NCCCn1ccnc1)C(Cc1ccccc1)N1C(=O)c2ccccc2C1=O (centres undefined) | 0% | i | 2% | -5 | 8% | 9% | 11% | 3% | 1%
CCOC(=O)C1CCN(C(=O)COC(=O)c2c(C)c(CC)nc3ccccc23)CC1 | -9% | ? | -6% | 20 | 6% | 0% | -5% | ? | 9%
O=C(CN1C(=O)C2CCCCC2C1=O)NC1CCCc2ccccc21 (centres undefined) | 2% | ? | 0% | -1 | -2% | 7% | -3% | -9% | -1%
CCOc1cc(N2CCOCC2)c(OCC)cc1NC(=O)CN1CCC(Cc2ccccc2)CC1 | -39% | i | -13% | ? | 0% | -1% | 3% | 12% | ?
COCCN1C(=O)CCC1(C)C(=O)NC1CCCCC1 (centres undefined) | 10% | i | . | 19 | 1% | ? | 0% | 29% | .
COc1cccc(/C=C2/C(=O)NN(c3ccc(C)c(C)c3)C2=O)c1 | 10% | i | 1% | 40 | 1% | -1% | 6% | ? | 1%
Cc1ccc(C(=O)NCC(=O)Nc2ccncc2)cc1C | 4% | i | 2% | 16 | 0% | -5% | ? | 10% | -2%
O=C(O)Cc1c[nH]c2ccc(O)cc12 | 6% | i | ? | 15 | ? | ? | 0% | 11% | ?
O=C(C1CCC(=O)N(C2CC2)C1)N1CCC(Oc2ccccc2F)CC1 (centres undefined) | 12% | i | 2% | i | -3% | -9% | -14% | -25% | -26%
Cc1c(OCC(=O)NCC(O)c2ccccc2)ccc2c3c(c(=O)oc12)CCC3 (centres undefined) | 1% | i | 3% | -5 | 21% | 28% | 8% | -5% | 5%
CC1CCCCN1S(=O)(=O)c1csc(C(N)=O)c1 (centres undefined) | . | i | -12% | 14 | 1% | -2% | -2% | -19% | 2%
CC(C)C(NS(=O)(=O)c1ccccc1)C(=O)N1CCN(C(=O)c2ccco2)CC1 (centres undefined) | -5% | i | 2% | 2 | -1% | -1% | . | . | -10%
Cc1ccc(S(=O)(=O)N2CCC(C(=O)NCC3CCCCC3)CC2)cc1 | -17% | i | 6% | -1 | -5% | -2% | 18% | -6% | -6%
CNc1sc(C(=O)c2cccs2)c(N)c1-c1nc2ccccc2s1 | 60%[activator] | ? | 2%[9.22 µM] | 4 | ? | -3% | -4% | 6% | ?
COc1ccc(Cl)cc1NC(=O)c1noc(C)c1[N+](=O)[O-] | . | i | -6% | 5 | 0% | 14% | 9% | 20% | ?

Rewritten with two lines to a compound: 4 of the compounds above
Order of results: ATXN2 expr inh, S2 tox, SW480 rerep, IL-1B inflam inh, HT1080 IDH1KD tx, HT1080-NT tox, KB-3-1 cytotox, KB-V1 MDR tox, MCF10A rerep
- COCCNC(=O)CN(c1ccc(F)cc1)S(=O)(=O)c1ccc2c(c1)OCCO2
    -7%, i, -2%, -3, 7%, 18%, 7%, ?, 3%
- Cc1cc(NC(=O)CSc2nc(C(C)C)nc3sc(C)c(C)c23)no1
    -13%, i, ?, 13, 4%, 2%, 0%, 0%, ?
- CC1(C)CC(=O)C(C2=NC3(CCCCC3)Cc3ccccc32)=C(O)C1
    2%[11.3 µM], ?, 4%, -8, -2%, 15%, 4%, -1%, -2%
- COc1cccc(-c2noc(C3CCCN(C(=O)c4ccccc4OC)C3)n2)c1 (centres undefined)
    ., ?, 0%, 21, -2%, -1%, -17%, -25%, 9%
